BRCA1 expr act: activators of BRCA1 expression | MCF7-BRCA1-FFLuc reporter, luminescence, 48 h; response scale: scaled: vehicle 0%, 10 µM genistein 100% | Potency, µM (series often up to 46.1 µM), inactives show at the highest dose activation, hits mostly activators | 380,000 tested, 1.1% active; further: potency means the concentration at half of the fitted maximal effect; nearly all actives have a fitted effect of over 80% in size; some results filed as inactive show a strong effect at the top dose
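MCF7 cells carrying a BRCA1-firefly luciferase reporter (2000 cells/well, phenol-red free MEM) were attached for 2 h at 37 °C, then given compounds for 48 h. Luminescence was read 15 min after luciferase reagent; activity normalized to genistein (10 microM) and DMSO.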
FLuc modulator: counter-screen for miR-21 project: firefly luciferase inhibitors or activators. P08659. purified FLuc, Km substrates, luminescence inhibition. Potency, µM (titrated, usually from 57.5 µM), without a hit: top-dose activity change, negative = inhibition, most hits filed as inhibitors. 360,000 tested, 6.9% active;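 further: potency means the concentration at half of the fitted maximal effect; plate controls were vehicle for no effect and reference inhibitor for full effect; nearly all actives have a fitted effect of over 55% in size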
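Biochemical qHTS of compounds, final roughly 60 µM downward over six points, against 10 nM purified firefly luciferase using Km concentrations of substrates (10 uM D-luciferin, 10 uM ATP) in Tris acetate pH 7.5 buffer; luminescence output.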
p53 reactivation: mutant p53 re-activation in reporter cells. H1299 p53-A138V BP100-luciferase reporter, luminescence, 24 h. Potency, µM (titrated, usually from 92.2 µM), for inactives: at the top dose activity change, positive = activation, usual class: activators. 320,000 tested, 0.063% active. AID 504706; further: potency means the concentration at half of the fitted maximal effect; % of control where 0% means no effect; nearly all actives have a fitted effect of over 45% in size
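p53-null H1299 cells stably carrying temperature-sensitive p53-A138V and a BP100-luciferase reporter were pinned with compounds (4-point, 1:5 series) and held 24 hrs at 37 deg C. Luminescence was read 10 min after detection reagent.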
Rab9 prom act: Rab9 promoter activation; 320,000 tested, 2.8% active; Potency, µM (series often up to 9.22 µM), without a hit: at the highest dose activation, negative = inhibition, actives largely listed as activators; Huh7 Rab9 promoter-luciferase reporter, luminescence, 24 h; further: potency means the concentration at half of the fitted maximal effect; % of control where 0% means no effect; nearly all actives have a fitted effect of over 60% in size
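Luminescence from Amplite-detected luciferase (10 minutes, ambient) reports Rab9 promoter activation. Before that, stable Rab9-luciferase Huh7 cells (1500/well, reduced-serum OP-MEM I plus 10% FBS) were exposed to compound for 24 hours at 37C.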
NPC1 promoter act: NPC1 promoter activation. Huh7 NPC1 promoter luciferase reporter, 24 h. Potency, µM (doses to about 9.22 µM), for inactives: at the highest dose activation, hits mostly activators. 320,000 tested, 2.4% active. AID 485313;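 further: potency means the concentration at half of the fitted maximal effect; % of control where 0% means no effect; nearly all actives have a fitted effect of over 60% in size; reporter is driven by a mutant NPC1 promoter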
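Stably transfected Huh7 (NPC1 promoter→luciferase), 1500 cells/well in Opti-MEM + 10% FBS, 2 h settle, then compound 24 h at 37 °C. Luminescence after 10 min with Amplite reagent.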
Gal4-VP16 FLuc: Gal4-VP16 reporter inhibition counter-screen | Drosophila S2 Gal4-VP16 UAS-luciferase, luminescence, 20 h | Potency, µM (top dose mostly 53.6 µM), without a hit: at the highest dose activity, negative = inhibition, actives largely listed as inhibitors | 310,000 tested, 3.5% active | AID 2546;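 further: Gal4-VP16 expression switched on by copper sulfate through the metallothionein promoter; potency means the concentration at half of the fitted maximal effect; on the % scale 0 is the no-effect control and ±100 the full control effect; nearly all actives have a fitted effect of over 50% in size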
ELG1 genotoxic: genotoxicity induction in ELG1-luciferase HEK293T cells. HEK293T ELG1-luciferase reporter, luminescence, 16 h. Potency, µM (titrated, usually from 46 µM), without a hit: at the top dose activity change, positive = activation, hits mostly activators. 330,000 tested, 1.3% active. AID 504466; further: potency means the concentration at half of the fitted maximal effect; % of control where 0% means no effect; nearly all actives have a fitted effect of over 60% in size
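16 hr compound incubation (37 °C, 5% CO2) of HEK293T cells carrying luciferase-tagged ELG1; luciferase then measured by ONE-Glo luminescence after 30 min at RT.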
ELG1 repair inh: inhibitors of ELG1-dependent DNA repair in HEK293T cells; Potency, µM (top dose mostly 46.1 µM), for inactives: at the top dose activity change, negative = inhibition, hits mostly inhibitors; HEK293T ELG1-luciferase reporter, luminescence, 16 h; DNA damage induced by 5-fluorouridine; 330,000 tested, 2.3% active; further: potency means the concentration at half of the fitted maximal effect; on the % scale 0 is the no-effect control and ±100 the full control effect; nearly all actives have a fitted effect of over 55% in size
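Overnight (16 hr) co-exposure of 2,000 cells/well to 5-fluorouridine and compound at 37 °C preceded detection. Luciferase was quantified via ONE-Glo luminescence; loss of signal denotes inhibition.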
Tb PFK inh: blocks T. brucei phosphofructokinase; O15648; T. brucei PFK, ADP-Glo luminescence; Potency, µM (top dose mostly 57.5 µM), for inactives: at the top dose activity, negative = inhibition, hits mostly inhibitors; 330,000 tested, 0.17% active; AID 485367;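 further: potency means the concentration at half of the fitted maximal effect; 0% = uninhibited 1x PFK enzyme wells and -100% = no-enzyme wells; nearly all actives have a fitted effect of over 60% in size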
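In TEA buffer at pH 8.0 with 5 mM MgCl2, enzyme (1.25 nM) converted F6P (0.5 mM) and ATP (0.1 mM) for 45 min at room temperature. ADP product was read by luciferase luminescence.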
TRPV1 ag: agonists of human vanilloid receptor 1 (TRPV1). TRPV1-expressing cells, Fluo-8 calcium influx, agonist mode. Q8NER1. 320,000 tested, 0.19% active. AID 540275. activation, % at 8.33 µM; in the data active means activation above about 80%; inconclusive means between about 30% and that limit; further: 0% is about no effect
Target sequence (Q8NER1 whole entry, looked up): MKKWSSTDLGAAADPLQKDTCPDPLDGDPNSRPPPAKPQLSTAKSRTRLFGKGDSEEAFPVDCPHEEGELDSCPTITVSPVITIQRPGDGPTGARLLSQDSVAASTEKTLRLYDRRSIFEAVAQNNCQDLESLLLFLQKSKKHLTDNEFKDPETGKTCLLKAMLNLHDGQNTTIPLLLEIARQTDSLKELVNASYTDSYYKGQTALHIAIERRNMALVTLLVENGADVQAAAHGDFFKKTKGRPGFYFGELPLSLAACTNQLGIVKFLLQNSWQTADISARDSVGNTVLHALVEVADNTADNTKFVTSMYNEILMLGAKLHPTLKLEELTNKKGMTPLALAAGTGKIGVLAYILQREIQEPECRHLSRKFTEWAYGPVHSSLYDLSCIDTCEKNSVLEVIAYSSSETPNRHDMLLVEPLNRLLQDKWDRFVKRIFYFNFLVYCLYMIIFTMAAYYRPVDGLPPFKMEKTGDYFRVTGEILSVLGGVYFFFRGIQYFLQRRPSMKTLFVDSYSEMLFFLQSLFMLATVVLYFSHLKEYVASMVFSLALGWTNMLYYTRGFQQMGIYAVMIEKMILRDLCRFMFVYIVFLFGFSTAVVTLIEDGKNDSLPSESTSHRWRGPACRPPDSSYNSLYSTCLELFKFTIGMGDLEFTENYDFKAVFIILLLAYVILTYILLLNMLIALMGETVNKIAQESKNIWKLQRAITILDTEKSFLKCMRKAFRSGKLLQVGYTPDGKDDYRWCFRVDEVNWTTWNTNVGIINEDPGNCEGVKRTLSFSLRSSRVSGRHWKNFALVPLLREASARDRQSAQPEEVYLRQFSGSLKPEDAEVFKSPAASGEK
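Cells expressing TRPV1 were dye-loaded with Fluo-8 and read kinetically: 10 s baseline, 3 min after compound (agonist portion), then 2 min after EC20 capsaicin (allosteric enhancer portion). Calcium-bound dye fluorescence at 480/520 nm.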
RORg inh: ROR gamma (mouse) transcription inhibition; 310,000 tested, 5.4% active; Potency, µM (highest dose often 53.6 µM), for inactives: at the top dose activity change, negative = inhibition, most hits filed as inhibitors; Drosophila S2 Gal4-RORgamma UAS-luciferase reporter, 20 h; P51450; further: potency means the concentration at half of the fitted maximal effect; on the % scale 0 is the no-effect control and ±100 the full control effect; nearly all actives have a fitted effect of over 60% in size
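Drosophila Schneider cells stably carrying a metallothionein-driven Gal4 DBD–ROR gamma fusion and a UAS-Photinus luciferase reporter were exposed to compound for 1 hr, then induced with copper sulfate (700 uM final) for 20 hr at ambient temperature before luminescence reading.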
The depositor's hits bear a star. Unless noted, the call rests on the fitted dose curve; in most records, active means well fitted curve in the direction sought with a large enough effect; inconclusive means small, poorly fitted or top-dose-only effect, or another doubt; inactive means no such curve, though single readings can be large; an effect the other way counts as inactive or inconclusive.

Results for Cn1c(SCC(=O)NCc2ccc3c(c2)OCO3)nc2scc(-c3cccs3)c2c1=O ?
BRCA1 expr act: 0%; FLuc modulator: -1%; p53 reactivation: 3%; Rab9 prom act: -1%; NPC1 promoter act: -1%; Gal4-VP16 FLuc: 3%; ELG1 genotoxic: 0%; ELG1 repair inh: 13µM*; Tb PFK inh: -7%; TRPV1 ag: 2; RORg inh: 3%

How did Cc1cccc(N2N=C(C(=O)N3Cc4ccccc4CC3C(N)=O)CCC2=O)c1 (centres undefined) do in these assays?
BRCA1 expr act: 7%; p53 reactivation: -3%; ELG1 genotoxic: 3%; ELG1 repair inh: 3%; Tb PFK inh: 0%

How did COc1ccc(CCNC(=O)C(=O)NCC2OCCN2S(=O)(=O)c2ccc(Br)cc2)cc1OC (centres undefined) do in these assays?
BRCA1 expr act: -1%; FLuc modulator: 2%; p53 reactivation: -4%; Rab9 prom act: -21%; NPC1 promoter act: -11%; Gal4-VP16 FLuc: 7.9µM*; ELG1 genotoxic: -4%; ELG1 repair inh: 21µM*; Tb PFK inh: -1%; TRPV1 ag: 0; RORg inh: inconclusive

What do the screens show for `COc1cccc(N2CC(NC(=O)c3ccc4ccccc4c3)CC2=O)c1` (centres undefined)?
BRCA1 expr act: -17%; FLuc modulator: -1%; p53 reactivation: -7%; Rab9 prom act: 2%; NPC1 promoter act: -4%; ELG1 genotoxic: inconclusive; ELG1 repair inh: -1%; Tb PFK inh: 0%; TRPV1 ag: inconclusive

Results for CC(=O)C1=C(C)Nc2ncnn2C1c1ccccc1F (centres undefined) ?
BRCA1 expr act: -13%; FLuc modulator: -2%; p53 reactivation: 0%; Rab9 prom act: -3%; NPC1 promoter act: 0%; Gal4-VP16 FLuc: 5%; ELG1 genotoxic: -1%; ELG1 repair inh: 6%; Tb PFK inh: -1%; TRPV1 ag: -1; RORg inh: -16%

How did COc1cccc(OC)c1OCCCN1CCOCC1 do in these assays?
BRCA1 expr act: 2%; FLuc modulator: 5%; p53 reactivation: -5%; Rab9 prom act: -2%; NPC1 promoter act: 2%; Gal4-VP16 FLuc: 3%; ELG1 genotoxic: 0%; ELG1 repair inh: -12%; Tb PFK inh: 1%; TRPV1 ag: -1; RORg inh: 2%

How did CCOc1ccccc1C(=O)NCC(=O)OCc1c(C)noc1C do in these assays?
BRCA1 expr act: -10%; FLuc modulator: -2%; p53 reactivation: 6%; Rab9 prom act: 3%; NPC1 promoter act: 0%; Gal4-VP16 FLuc: -1%; ELG1 genotoxic: 0%; ELG1 repair inh: 0%; Tb PFK inh: -4%; TRPV1 ag: -3; RORg inh: -20%

What do the screens show for `O=C(CC1COc2ccccc2O1)NC1CCCCC1` (centres undefined)?
BRCA1 expr act: 7%; FLuc modulator: -4%; p53 reactivation: inconclusive; Rab9 prom act: 5%; NPC1 promoter act: 11%; Gal4-VP16 FLuc: 18%; ELG1 genotoxic: 14%; ELG1 repair inh: 29%; Tb PFK inh: -2%; TRPV1 ag: 6; RORg inh: 30%

Results for CCOC(=O)C1CCN(Cc2cc(=O)n3c(-c4ccccc4)csc3n2)CC1 ?
BRCA1 expr act: 5%; FLuc modulator: -2%; p53 reactivation: 1%; Rab9 prom act: 15%; NPC1 promoter act: -6%; Gal4-VP16 FLuc: -2%; ELG1 genotoxic: -5%; ELG1 repair inh: -18%; Tb PFK inh: 3%; TRPV1 ag: 2; RORg inh: 6%

How did Cc1cccc(NC(=O)Cn2c(/C=C/c3ccccc3)nc3ccccc32)c1 do in these assays?
BRCA1 expr act: 21%; FLuc modulator: 3µM*; p53 reactivation: inconclusive; Rab9 prom act: 23%; NPC1 promoter act: 12%; Gal4-VP16 FLuc: -7%; ELG1 genotoxic: 23µM*; ELG1 repair inh: inconclusive; Tb PFK inh: 3%; TRPV1 ag: 9; RORg inh: inconclusive

What do the screens show for `CCOc1ccc(/C=C/C(=O)Oc2ccc(OC)cc2)cc1`?
BRCA1 expr act: -5%; FLuc modulator: inconclusive; p53 reactivation: -6%; Rab9 prom act: 2%; NPC1 promoter act: -1%; Gal4-VP16 FLuc: -20%; ELG1 genotoxic: 3%; ELG1 repair inh: -4%; Tb PFK inh: 5%; TRPV1 ag: 1; RORg inh: -21%

What do the screens show for `O=C(Nc1ccc(N2CCCC2)c(Cl)c1)c1ccc([N+](=O)[O-])cc1`?
BRCA1 expr act: 21%; FLuc modulator: -11%; p53 reactivation: 4%; Rab9 prom act: 11%; NPC1 promoter act: 3%; Gal4-VP16 FLuc: -5%; ELG1 genotoxic: 7%; ELG1 repair inh: 1.8µM*; Tb PFK inh: -1%; TRPV1 ag: inconclusive; RORg inh: 18%

What do the screens show for `CC1CC(C)CN(C(=O)Cn2nnc(-c3ccc(Br)cc3)n2)C1` (centres undefined)?
BRCA1 expr act: -26%; FLuc modulator: -2%; p53 reactivation: -1%; Rab9 prom act: -6%; NPC1 promoter act: -3%; Gal4-VP16 FLuc: 12%; ELG1 genotoxic: -3%; ELG1 repair inh: 11%; Tb PFK inh: 1%; TRPV1 ag: -4; RORg inh: -13%

Results for N=C1/C(=C/c2ccc(OC(=O)c3ccco3)cc2)C(=O)N=C2SC=CN12 ?
BRCA1 expr act: 6%; FLuc modulator: -15%; p53 reactivation: -1%; Rab9 prom act: -2%; NPC1 promoter act: -4%; Gal4-VP16 FLuc: 26%; ELG1 genotoxic: 5%; ELG1 repair inh: 9%; Tb PFK inh: 5%; TRPV1 ag: -1; RORg inh: -6%

How did N#Cc1ccccc1OCCCNC1CCCC1 do in these assays?
BRCA1 expr act: 16%; FLuc modulator: -2%; p53 reactivation: 0%; Rab9 prom act: -7%; NPC1 promoter act: -7%; Gal4-VP16 FLuc: 6%; ELG1 genotoxic: -4%; ELG1 repair inh: 1%; Tb PFK inh: 3%; TRPV1 ag: -1; RORg inh: -9%

How did O=C(O)c1cc(-c2cccs2)nc2ccc(F)cc12 do in these assays?
BRCA1 expr act: 1%; FLuc modulator: inconclusive; p53 reactivation: 8%; Rab9 prom act: 0%; NPC1 promoter act: 1%; Gal4-VP16 FLuc: -10%; ELG1 genotoxic: -1%; ELG1 repair inh: -6%; Tb PFK inh: 0%; TRPV1 ag: 1; RORg inh: -16%

What do the screens show for `O=C(CSc1nnc(Cc2cccs2)n1-c1ccccc1)NCc1ccc2c(c1)OCO2`?
BRCA1 expr act: 4%; FLuc modulator: 10%; p53 reactivation: -7%; Rab9 prom act: -8%; NPC1 promoter act: -3%; Gal4-VP16 FLuc: -4%; ELG1 genotoxic: -7%; ELG1 repair inh: -1%; Tb PFK inh: 0%; TRPV1 ag: 6; RORg inh: -9%

How did CC(=O)c1ccc(OCCCC(=O)Nc2ccc(C)c(S(=O)(=O)N(C)C)c2)cc1 do in these assays?
BRCA1 expr act: -22%; FLuc modulator: -3%; p53 reactivation: -7%; Rab9 prom act: -10%; NPC1 promoter act: -4%; Gal4-VP16 FLuc: 1%; ELG1 genotoxic: -3%; ELG1 repair inh: inconclusive; Tb PFK inh: 1%; TRPV1 ag: 8; RORg inh: inconclusive

What do the screens show for `COc1cccc(-c2cc(C(=O)N3CCN(C(=O)c4ccco4)CC3)[nH]n2)c1`?
BRCA1 expr act: 5%; FLuc modulator: inconclusive; p53 reactivation: 8%; Rab9 prom act: -6%; NPC1 promoter act: -1%; Gal4-VP16 FLuc: -1%; ELG1 genotoxic: 2%; ELG1 repair inh: 17%; Tb PFK inh: -14%; TRPV1 ag: 1; RORg inh: 18%

Results for Cc1ccc(-c2nnc(-n3nnc4ccccc43)c3ccccc23)cc1 ?
BRCA1 expr act: -4%; FLuc modulator: -8%; p53 reactivation: 2%; Rab9 prom act: 0%; NPC1 promoter act: 0%; Gal4-VP16 FLuc: -6%; ELG1 genotoxic: 3%; ELG1 repair inh: 5%; Tb PFK inh: -1%; TRPV1 ag: -7; RORg inh: -5%

For reference, 2 of the compounds above:
What do the screens show for `COc1cccc(-c2cc(C(=O)N3CCN(C(=O)c4ccco4)CC3)[nH]n2)c1`?
BRCA1 expr act: 5%; FLuc modulator: inconclusive; p53 reactivation: 8%; Rab9 prom act: -6%; NPC1 promoter act: -1%; Gal4-VP16 FLuc: -1%; ELG1 genotoxic: 2%; ELG1 repair inh: 17%; Tb PFK inh: -14%; TRPV1 ag: 1; RORg inh: 18%

Results for Cc1ccc(-c2nnc(-n3nnc4ccccc43)c3ccccc23)cc1 ?
BRCA1 expr act: -4%; FLuc modulator: -8%; p53 reactivation: 2%; Rab9 prom act: 0%; NPC1 promoter act: 0%; Gal4-VP16 FLuc: -6%; ELG1 genotoxic: 3%; ELG1 repair inh: 5%; Tb PFK inh: -1%; TRPV1 ag: -7; RORg inh: -5%
